From PubChem
Mdm2-MdmX inh = human Mdm2/MdmX binding inhibition; SaOS-2 split-luciferase Mdm2/MdmX complementation, luminescence; inhibition, % at 8 µM; 3% of 330,000 active; AID 485346;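 active = inhibition of at least 50% at 8 µM in the primary screen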
Target sequence (O15151 whole entry, looked up): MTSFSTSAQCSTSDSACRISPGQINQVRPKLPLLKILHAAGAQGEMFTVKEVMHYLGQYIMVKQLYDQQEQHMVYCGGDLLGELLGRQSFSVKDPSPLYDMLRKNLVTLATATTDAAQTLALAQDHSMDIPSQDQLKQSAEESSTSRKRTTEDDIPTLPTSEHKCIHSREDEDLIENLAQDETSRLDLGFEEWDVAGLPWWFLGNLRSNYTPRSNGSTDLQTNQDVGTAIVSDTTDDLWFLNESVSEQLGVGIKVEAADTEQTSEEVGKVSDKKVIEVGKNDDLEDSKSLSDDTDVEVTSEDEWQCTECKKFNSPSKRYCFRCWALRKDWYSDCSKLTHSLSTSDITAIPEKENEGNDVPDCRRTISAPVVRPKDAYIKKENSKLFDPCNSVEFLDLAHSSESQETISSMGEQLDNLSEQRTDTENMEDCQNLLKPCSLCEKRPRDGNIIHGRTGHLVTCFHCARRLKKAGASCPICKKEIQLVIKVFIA
Target sequence (Q00987 whole entry, looked up): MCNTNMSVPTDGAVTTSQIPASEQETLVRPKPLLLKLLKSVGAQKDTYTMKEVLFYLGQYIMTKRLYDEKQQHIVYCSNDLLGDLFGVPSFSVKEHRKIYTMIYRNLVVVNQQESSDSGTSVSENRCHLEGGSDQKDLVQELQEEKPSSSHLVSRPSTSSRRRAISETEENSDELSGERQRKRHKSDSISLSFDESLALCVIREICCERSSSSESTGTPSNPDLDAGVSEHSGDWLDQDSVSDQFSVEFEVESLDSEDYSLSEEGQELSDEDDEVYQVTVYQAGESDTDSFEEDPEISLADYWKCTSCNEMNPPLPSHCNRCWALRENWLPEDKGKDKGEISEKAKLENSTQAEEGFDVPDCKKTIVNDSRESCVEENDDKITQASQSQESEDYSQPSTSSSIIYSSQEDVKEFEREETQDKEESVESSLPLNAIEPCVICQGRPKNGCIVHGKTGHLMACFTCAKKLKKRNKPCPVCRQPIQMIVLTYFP
Jurkat NFkB inh = lowers PMA/ionomycin-induced NF-kB signal in Jurkat cells. 0.53% of 330,000 active. AID 435003. PMA/ionomycin-induced NF-kB luciferase reporter, luminescence. inhibition, % at 4 µM; in the data active = inhibition above about 50%
tim23-1 inh = tim23-1 yeast growth inhibition; inhibition, % at 20 µM; 1.3% of 330,000 active; S. cerevisiae tim23-1 growth, BacTiter-Glo luminescence, 24 h;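 active = growth inhibition of the mutant yeast at or above 50%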;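 also: temperature-sensitive mutant grown at 25 °C; plate controls were DMSO-treated mutant yeast for no effect and medium wells lacking yeast for full effect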
CHOP UPR activ = apoptotic UPR (CHOP) activation; AID 449763; CHO-CHOP luciferase reporter, luminescence; percent of tunicamycin response over DMSO baseline; 0.34% of 330,000 active; activation, % at 10 µM;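 active = at 10 µM dose, activation of 40% or more, normalized to positive control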;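 also: 100% = tunicamycin at 10 µg/mL and 0% = DMSO alone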
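System: CHO-CHOP luciferase reporter cell line; amount: 500 cells/well; buffer or medium: F12 medium containing 10% fetal bovine serum; incubation: 6 h compound exposure at 37 °C after overnight seeding; measured by: luciferase luminescence after 10 min with Steady-Glo reagent; evaluation: % reporter activation, DMSO baseline versus tunicamycin full activation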
697 NFkB inh = lowers PMA/ionomycin-induced NF-kB signal in 697 B cells | 0.33% of 330,000 active | AID 435022 | inhibition, % at 4 µM | 697 B-cell NF-kB luciferase reporter, 16 h; in the data active = inhibition above about 35%
APJ ag = activates the human apelin receptor APJ. AID 2520. CHO-K1 APJ PathHunter beta-arrestin, luminescence; 0% DMSO wells, 100% apelin. activation, % at 20 µM. P35414. 0.11% of 330,000 active;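 active = activation more than six SD over the plate average, tested at 20 µM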;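 also: 0% = DMSO alone and 100% = apelin-13 at 10 nM; some results filed as inactive read as strong as hits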
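Material: engineered CHO-K1 APJ arrestin reporter cells; amount: 1000 CHO-K1 reporter cells seeded per well; incubation: compound stimulation 90 min at 25 °C, detection 60 min; signal: luminescent beta-gal fragment complementation, chemiluminescent substrate; read-out basis: APJ agonist activity; controls: DMSO-only wells as negative, 10 nM Apelin-13 as positive control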
APJ antagonist = antagonists of human APJ apelin receptor. P35414. CHO-K1 APJ beta-arrestin complementation, luminescence. inhibition, % at 20 µM. 0.32% of 330,000 active. AID 2521;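 active = inhibition above about 40% at 20 µM, limit read from the data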;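 also: cells challenged with 10 nM apelin-13 agonist together with compound; plate controls were apelin-13 plus DMSO wells for no effect and DMSO wells lacking apelin-13 for full effect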
UPR XBP1 act = activators of adaptive arm of unfolded protein response (XBP1); CHO-XBP1 luciferase reporter, IRE1-XBP1 UPR activation, luminescence; percent of tunicamycin response, DMSO as zero; activation, % at 20 µM; 0.33% of 330,000 active; AID 463104;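 active = versus positive control, 20 µM dose yields 30% or more activation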;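 also: 100% = tunicamycin at 10 µg/mL and 0% = DMSO only wells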
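Material: CHO-XBP1 cells stably carrying IRE1-XBP1-driven luciferase reporter | Medium: F12 with 10% serum | Compound dosing: 20 µM single concentration, DMSO 1% | Incubation: Overnight seeding at 37 °C, 6 h compound treatment at 37 °C | Detection: Steady-Glo luminescence read | Read-out basis: % activation of reporter signal versus tunicamycin and DMSO controls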
* marks the source's active call; other numbers are inactive results.

SMILES	Mdm2-MdmX inh	Jurkat NFkB inh	tim23-1 inh	CHOP UPR activ	697 NFkB inh	APJ ag	APJ antagonist	UPR XBP1 act
COc1cc(/C=C/c2c([N+](=O)[O-])c(=O)n(C)c(=O)n2C)cc(OC)c1OC	19	10	-5	0.1	16	3	7	-2
Cc1cccc(-c2nnc(NC(=O)c3ccc(Cl)cc3)o2)c1	44	2	27	0.8	-10	-3	-9	3
CCOc1ccc(C2=Nc3ccc(Br)cc3C(c3ccc(N4CCOCC4)cc3)=NN2)cc1	-43	-31	12	6.5	-58	-1	12	12
Cc1cc(Br)ccc1NC(=O)C1CCCO1 (centres undefined)	-6	9	5	2.0	-7	-1	9	-1
O=C(CN1CCCCCC1)Nc1ccc([N+](=O)[O-])cc1Cl	7	-16	-3	2.4	-16	3	-16	-1
C=CCNC(=S)Nc1ccc(Cl)c(S(=O)(=O)N2CCOCC2)c1	4	5	3	-0.8	11	-2	-6	-3
Cn1cnnc1SCC(=O)c1c[nH]c2ccccc12	-46	-23	-1	0.9	0	-2	-9	3
CN(C(=O)COc1ncnc2ccccc12)C1CCCCC1	-12	-11	13	2.1	-5	-2	-6	1
O=C(CSc1nc(-c2ccc(Cl)cc2)[nH]c(=O)n1)Nc1cccc(Cl)c1	11	-1	18	-1.2	-27	1	3	4
COc1ccc2c(=O)c3c(=O)n(CCc4ccccc4)c(C(C)C)nc3oc2c1	17	-23	38	-2.0	9	-3	4	8
Clc1cccc(Cl)c1/C=N/Nc1c(Cl)cncc1Cl	65*	73*	-5	0.5	-35	-2	2	2
COc1ccc(C)cc1NC(=O)CSc1nc2ccccc2nc1N1CCCCC1	36	4	7	-1.3	9	-5	-6	-2
CCCOc1ccc(N2C(=O)CC(N(CCc3ccc(S(N)(=O)=O)cc3)C(C)=O)C2=O)cc1 (centres undefined)	12	43	7	0.3	17	-5	1	0
Cc1ccc(-c2noc(C3CCCN(C(=O)c4cccc([N+](=O)[O-])c4)C3)n2)o1 (centres undefined)	-7	-32	10	4.0	-17	-3	7	2
COc1cc(C(=O)N2C[C@H]3CC[C@H]2C3)ccc1OC1CCN(C(C)=O)CC1	-13	12	10	1.7	8	-7	-3	-4
COc1ccc(NC(=O)CN(C)C(=O)c2ccc3ccccc3c2)cc1	5	0	-12	-1.0	4	-4	6	0
C=CCN1C(=O)/C(=C2/Sc3ccccc3N2C)SC1=Nc1ccccc1C	-7	-10	7	1.2	-6	1	-1	0
C/C(CS(=O)(=O)c1ccccc1)=N\O	9	3	-1	1.5	10	0	-17	0
O=C(C(Cl)Cl)N1CCN(Cc2ccc3c(c2)OCO3)CC1	1	-2	11	0.0	-12	2	3	-3
Cc1cc(C)nc(/N=C(\N)Nc2ccc(OCCC(C)C)cc2)n1	66*	61*	-80	2.8	-26	16*	-3	5
CCn1c(CSc2nc3ccccc3s2)nnc1SCC(=O)OC(C)(C)C	5	-8	41	0.9	-12	-3	12	-1
O=C(CN(CCc1ccccc1)S(=O)(=O)c1ccc(Cl)cc1)N/N=C/c1ccc2c(c1)OCO2	19	13	-2	0.7	15	-2	0	-3
COc1ccc(S(=O)(=O)N2CCCC(C(=O)N3CCCC3)C2)cc1OC (centres undefined)	-7	-3	4	2.2	-18	-3	8	1
C=CCn1c(SCc2ccc(C(=O)NCCO)cc2)nc2ccccc2c1=O	-12	9	34	2.3	-7	1	-2	-2
COc1ccc(CC(NC(C)=O)C(=O)NC2CCN(C(=O)Nc3ccccc3C)CC2)cc1OC (centres undefined)	-5	3	6	0.1	12	1	10	-4
Cc1ccc(C(=O)N2CCCC(C(=O)Nc3cccc(-c4ccc(F)cc4)c3)C2)cn1 (centres undefined)	-7	8	8	2.8	5	1	-49	-3
O=S(=O)(c1ccc(Br)cc1Cl)N1CCCN(c2ccc(C(F)(F)F)cn2)CC1	25	-5	21	1.8	-7	-4	6	-1
Cn1cc(SCC(=O)NCC2CCCO2)c2ccccc21 (centres undefined)	25	-7	-1	0.1	-9	-1	1	2
CC(=O)NCCC(=O)Nc1nc(-c2ccccc2Cl)cs1	-16	-1	0	0.5	5	-2	-2	5
COc1ncccc1C(=O)N1CCCC(C(=O)c2cc(F)ccc2F)C1 (centres undefined)	31	-15	12	-3.9	6	-3	7	2
C=CCN(Cc1ccc(Cl)s1)C(=O)CNC(=O)CNC(=O)c1ccc(Cl)cc1Cl	25	3	20	0.0	14	-2	9	-4
C=CCNC(=O)CC(=O)N/N=C/c1ccc(F)cc1	-3	8	8	3.9	8	6	4	1
CC1CCCCC1NC(=O)COC(=O)COc1ccccc1Cl (centres undefined)	23	1	19	0.7	-18	-1	-2	4
Cc1nn(Cc2c(F)cccc2Cl)c(C)c1[N+](=O)[O-]	11	-2	5	1.3	-6	-3	1	0
COC(=O)COc1ccc(S(=O)(=O)N2CCc3ccccc3C2)cc1C	10	0	25	-0.4	15	2	-3	-2
CCOC(=O)C(C)NC(=O)C(NC(=O)C1CCC(CC)CC1)C(C)C (centres undefined)	20	1	8	2.6	18	-4	2	2
COc1ccc(CNC(=O)c2cc(-c3cc(C)cc(C)c3O)n[nH]2)cc1	-4	8	36	2.2	16	-2	-36	0
CCCCc1nc2cc(C(=O)N3CCCCC3COC)ccc2o1 (centres undefined)	-8	-18	19	4.2	-12	-1	7	-1
CCc1nnc(NC(=O)CSc2nc3cc4c(cc3cc2C)OCCO4)s1	34	10	-19	-0.2	1	1	-14	2
COc1ccc2nc(NC(=O)c3cccc(N4C(=O)CCC4=O)c3)sc2c1	-9	10	12	2.8	0	-4	7	0
COc1cccc(/C=C/C(=O)OCC(=O)N2CCCC2)c1OC	-11	-16	4	2.6	-9	-1	-6	-1
C/C(O)=C(/C#N)c1nc2ccccc2[nH]1	8	13	-8	-2.1	-4	0	24	-3
CC(=O)c1cc2c(cc1NC(=O)C1CN(C(C)=O)c3ccccc3O1)OCO2 (centres undefined)	3	-23	18	1.1	-8	5	-5	3
Cc1ccc(C(=O)N/N=C/c2ccc(S(=O)(=O)O)o2)c(Cl)c1	15	-10	-2	-2.8	17	-6	-27	-2
CCCN(CC(=O)Nc1ccc(Cl)cc1Cl)C(=O)/C=C/c1ccco1	11	-14	27	4.5	-22	-3	9	1
CCOc1ccc(OCc2ccc(C(=O)N3CCc4ccccc4C3)o2)cc1	5	-16	21	0.4	-49	-5	-2	-1
CN(CC(=O)Nc1ccccc1C(F)(F)F)C(=O)CSCc1ccccc1	15	-12	5	1.2	1	0	-17	0
CCCc1cc(C(=O)N2CCCC(C(=O)c3cccc4ccccc34)C2)n(C)n1 (centres undefined)	-6	1	24	0.1	-35	-6	-8	3
COc1cc(OC)cc(C(=O)N[C@H](C(=O)OCn2nnc3ccccc3c2=O)C(C)C)c1	0	-10	19	-1.4	4	-4	14	-1
Cc1ccc(N2CCN(C(=S)c3ccc(-c4ccccc4[N+](=O)[O-])o3)CC2)cc1	-12	-45	26	1.3	-41	-7	-29	6
Continuation.
SMILES	Mdm2-MdmX inh	Jurkat NFkB inh	tim23-1 inh	CHOP UPR activ	697 NFkB inh	APJ ag	APJ antagonist	UPR XBP1 act
COc1ccc(CN(C)CC(=O)Nc2ccc(SC(F)F)cc2)cc1OC	8	2	26	-0.4	3	-3	12	-1
O=C1C(=O)N(CCO)C(c2ccccc2)/C1=C(\O)c1ccccc1 (centres undefined)	-25	6	-4	1.8	5	-2	-9	-4
Cc1cc(O)cc2c1C(c1ccc(F)cc1)CC1(CC(C)(C)NC(=S)N1)O2 (centres undefined)	-6	2	-3	0.6	12	-1	10	-4
Cc1cc(C)n(/N=C/c2cc([N+](=O)[O-])ccc2O)c(=O)c1	2	-6	27	0.1	12	-2	10	-4
COc1ccccc1NS(=O)(=O)c1cc(NC(=O)CCNC(C)=O)ccc1N1CCCCC1	-1	-3	6	2.9	-12	-4	18	0
CCNc1ccc(C2(O)C(=O)c3ccccc3C2=O)cc1	9	10	12	0.2	3	-2	-9	0
COc1ccc2c(c1)[C@H]1[C@H](CO2)[C@H](c2ccccc2)[C@]2(C)C(=O)Nc3ccc(F)cc3C(=O)N12	-14	18	27	2.4	-40	4	-18	2
CSc1ccc(S(=O)(=O)NCC(=O)OC(C)C(=O)NCc2ccccc2)cc1[N+](=O)[O-] (centres undefined)	21	13	5	-1.1	1	-4	10	-1
Cc1csc2nc(CNC(=O)CCC(=O)O)cn12	20	4	10	-1.8	4	-1	5	2
COc1cc(C(c2c(C)[nH][nH]c2=O)c2c(C)[nH][nH]c2=O)cc(OC)c1OC	16	-7	15	-1.5	27	0	18	-2

One compound at a time, as listed above.
`COc1cc(C(c2c(C)[nH][nH]c2=O)c2c(C)[nH][nH]c2=O)cc(OC)c1OC` is listed with Mdm2-MdmX inh = 16; Jurkat NFkB inh = -7; tim23-1 inh = 15; CHOP UPR activ = -1.5; 697 NFkB inh = 27; APJ ag = 0; APJ antagonist = 18; UPR XBP1 act = -2
`CSc1ccc(S(=O)(=O)NCC(=O)OC(C)C(=O)NCc2ccccc2)cc1[N+](=O)[O-]` (centres undefined) is listed with Mdm2-MdmX inh = 21; Jurkat NFkB inh = 13; tim23-1 inh = 5; CHOP UPR activ = -1.1; 697 NFkB inh = 1; APJ ag = -4; APJ antagonist = 10; UPR XBP1 act = -1

(list continues)
SMILES	Mdm2-MdmX inh	Jurkat NFkB inh	tim23-1 inh	CHOP UPR activ	697 NFkB inh	APJ ag	APJ antagonist	UPR XBP1 act
Nc1c(Cl)c(Cl)nc(C(=O)OCC(=O)NCc2ccccc2)c1Cl	6	-1	11	0.1	11	-1	0	-3
COc1ccc(NC(=O)C2CCC(CNc3c(N4CCOCC4)c(=O)c3=O)CC2)cc1Cl (centres undefined)	22	5	-19	-0.8	21	-1	3	-3
O=C(Nc1ccccc1C(=O)N1CCOCC1)C1CC(=O)N(C2CCCC2)C1 (centres undefined)	-22	8	8	-1.9	-2	-3	24	-2
C=CCc1c(C)nc(-c2ccccc2)nc1N/N=C/c1ccncc1	36	-13	9	3.9	-10	0	-7	3
Cc1cccc2cc(CN(Cc3nnnn3C3CCCCC3)C3CCCC3)c3nnnn3c12	42	17	-49	-0.5	15	0	10	2
CCOC(=O)C1=C(C)N(C)C(=O)C1CC(=O)O (centres undefined)	-7	-5	20	0.1	-20	-2	-14	-3
COc1ccc(OC)c(/C=N/NC(=O)CCCC(=O)Nc2cccc(Br)c2)c1	19	16	4	1.1	29	-6	32	-2
Cc1ccc2n(n1)c(=O)c(Cc1ccccc1)c([O-])[n+]2-c1ccccc1	16	4	2	-0.3	27	-3	11	1
COc1ccc(NC(=O)CN(C)C(=O)Cc2c[nH]c3ccccc23)cc1	-17	6	-2	-0.8	8	-3	3	0
O=C(NCCc1ccc(F)cc1)c1ccncc1	8	8	4	2.6	0	0	3	-6
COc1cc(/C=C2\SC(N)=NC2=O)ccc1O	60*	6	10	0.4	-8	-4	12	-7
O=C(CN1C(=O)NC2(CCCCCCC2)C1=O)Nc1ccc(Cl)cc1	16	-8	-4	-0.6	9	-5	-5	-1
CC(=O)n1c2ccccc2c2ccccc21	2	10	13	-1.9	11	-4	7	2
Cc1cccc(C(=O)Nc2cc(=O)n(C)c(=O)n2C)c1	-7	0	9	1.3	16	1	14	-1
COc1ccccc1NC(=O)C1CCN(S(C)(=O)=O)CC1	8	-2	-2	-0.1	-9	0	-6	-3
COc1ccnc(N=CNOCc2cccc(C(F)(F)F)c2)c1C#N	4	-8	9	-1.1	-14	-1	-1	0

Jurkat NFkB inh: what is marked active above
structure | Mdm2-MdmX inh | Jurkat NFkB inh | 697 NFkB inh | APJ antagonist
Clc1cccc(Cl)c1/C=N/Nc1c(Cl)cncc1Cl | 65* | 73* | -35 | 2
Cc1cc(C)nc(/N=C(\N)Nc2ccc(OCCC(C)C)cc2)n1 | 66* | 61* | -26 | -3
